Compound activity (PubChem)
KB-V1 cytotox = kills drug-selected multidrug resistant KB-V1 cells | KB-V1 MDR cells viability, CellTiter-Glo, 72 h | Potency, µM (series often up to 46.1 µM), for the others: at the top dose activity change, negative = cytotoxicity, actives largely listed as cytotoxic | hit rate 3.4% among 400,000 | AID 1347076; note: potency is the fitted concentration of half-maximal effect; % is set by controls: 0 for no effect and ±100 for the full control effect; nearly all actives have a fitted effect of over 60% in size
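Compound-treated KB-V1 multidrug-resistant cells, 72 h, 37 degrees C; viability by CellTiter-Glo. Fitted qHTS curves give the values.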
HT1080NT lethal = kills 2HG-producing HT-1080-NT fibrosarcoma cells. hit rate 1.6% among 360,000. HT-1080-NT fibrosarcoma viability, CellTiter-Glo ATP luminescence, 48 h. Potency, µM (top dose mostly 46.1 µM), without a hit: at the highest dose activity, negative = less viability, actives largely listed as cytotoxic;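 note: NT is the 2HG producing partner of a matched IDH1 knockdown line; potency is the fitted concentration of half-maximal effect; 0% = DMSO-treated cells and -100% = media-only wells without cells; nearly all actives have a fitted effect of over 55% in size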
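HT-1080-NT; 750 cells/well; 5% FBS RPMI; 48 h compound, 37 degrees C; CellTiter-Glo luminescence; curve fitting and curve-class assignment.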
MCF10A rerep = DNA re-replication induction in MCF 10a cells; MCF 10A DNA re-replication, Hoechst nuclear intensity, 48 h; Potency, µM (series often up to 46.1 µM), for the others: top-dose activity, positive = re-replication, most hits filed as activators; AID 624296; hit rate 2.9% among 350,000; note: potency is the fitted concentration of half-maximal effect; % of control where 0% means no effect; nearly all actives have a fitted effect of over 50% in size
KB-3-1 cytotox = kills parental KB-3-1 adenocarcinoma cells | KB-3-1 viability, CellTiter-Glo ATP luminescence, 72 h | Potency, µM (titrated, usually from 46.1 µM), without a hit: top-dose activity change, negative = cytotoxic, actives largely listed as cytotoxic | hit rate 1.4% among 400,000; note: potency is the fitted concentration of half-maximal effect; % is set by controls: 0 for no effect and ±100 for the full control effect; nearly all actives have a fitted effect of over 60% in size
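Cells are dispensed, compounds pinned in, plates held at 37 °C for 72 h, then CellTiter-Glo is added and luminescence read after 10 minutes. Cell line: parental KB-3-1 in phenol-red-free DMEM, 10% FBS.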
ATXN2 expr inh = inhibitors of ATXN2 expression. Potency, µM (top dose mostly 57 µM), inactives show at the highest dose activity change, negative = inhibition, hits mostly inhibitors. hit rate 0.72% among 360,000. AID 1745845. HEK-293 ATXN2-luciferase reporter, luminescence, 24 h; note: potency is the fitted concentration of half-maximal effect; % is set by controls: 0 for no effect and ±100 for the full control effect; nearly all actives have a fitted effect of over 55% in size
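qHTS (up to 57 uM final) was run with 24 h compound exposure of reporter cells at 37 °C. Each well was multiplexed: SteadyGlo luminescence measured ATXN2-luciferase expression after a fluorogenic Gly-Phe-AFC viability readout (25 uM final).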
WRN inhibitor = blocks human WRN helicase; Q14191; WRN helicase unwinding, fluorescent forked duplex, kinetic; Potency, µM (highest dose often 114 µM), for inactives: at the top dose activity change, negative = inhibition, usual class: inhibitors; hit rate 0.46% among 360,000; AID 651768; note: potency is the fitted concentration of half-maximal effect; % is set by controls: 0 for no effect and ±100 for the full control effect; nearly all actives have a fitted effect of over 55% in size
Target sequence (Q14191 whole entry, looked up): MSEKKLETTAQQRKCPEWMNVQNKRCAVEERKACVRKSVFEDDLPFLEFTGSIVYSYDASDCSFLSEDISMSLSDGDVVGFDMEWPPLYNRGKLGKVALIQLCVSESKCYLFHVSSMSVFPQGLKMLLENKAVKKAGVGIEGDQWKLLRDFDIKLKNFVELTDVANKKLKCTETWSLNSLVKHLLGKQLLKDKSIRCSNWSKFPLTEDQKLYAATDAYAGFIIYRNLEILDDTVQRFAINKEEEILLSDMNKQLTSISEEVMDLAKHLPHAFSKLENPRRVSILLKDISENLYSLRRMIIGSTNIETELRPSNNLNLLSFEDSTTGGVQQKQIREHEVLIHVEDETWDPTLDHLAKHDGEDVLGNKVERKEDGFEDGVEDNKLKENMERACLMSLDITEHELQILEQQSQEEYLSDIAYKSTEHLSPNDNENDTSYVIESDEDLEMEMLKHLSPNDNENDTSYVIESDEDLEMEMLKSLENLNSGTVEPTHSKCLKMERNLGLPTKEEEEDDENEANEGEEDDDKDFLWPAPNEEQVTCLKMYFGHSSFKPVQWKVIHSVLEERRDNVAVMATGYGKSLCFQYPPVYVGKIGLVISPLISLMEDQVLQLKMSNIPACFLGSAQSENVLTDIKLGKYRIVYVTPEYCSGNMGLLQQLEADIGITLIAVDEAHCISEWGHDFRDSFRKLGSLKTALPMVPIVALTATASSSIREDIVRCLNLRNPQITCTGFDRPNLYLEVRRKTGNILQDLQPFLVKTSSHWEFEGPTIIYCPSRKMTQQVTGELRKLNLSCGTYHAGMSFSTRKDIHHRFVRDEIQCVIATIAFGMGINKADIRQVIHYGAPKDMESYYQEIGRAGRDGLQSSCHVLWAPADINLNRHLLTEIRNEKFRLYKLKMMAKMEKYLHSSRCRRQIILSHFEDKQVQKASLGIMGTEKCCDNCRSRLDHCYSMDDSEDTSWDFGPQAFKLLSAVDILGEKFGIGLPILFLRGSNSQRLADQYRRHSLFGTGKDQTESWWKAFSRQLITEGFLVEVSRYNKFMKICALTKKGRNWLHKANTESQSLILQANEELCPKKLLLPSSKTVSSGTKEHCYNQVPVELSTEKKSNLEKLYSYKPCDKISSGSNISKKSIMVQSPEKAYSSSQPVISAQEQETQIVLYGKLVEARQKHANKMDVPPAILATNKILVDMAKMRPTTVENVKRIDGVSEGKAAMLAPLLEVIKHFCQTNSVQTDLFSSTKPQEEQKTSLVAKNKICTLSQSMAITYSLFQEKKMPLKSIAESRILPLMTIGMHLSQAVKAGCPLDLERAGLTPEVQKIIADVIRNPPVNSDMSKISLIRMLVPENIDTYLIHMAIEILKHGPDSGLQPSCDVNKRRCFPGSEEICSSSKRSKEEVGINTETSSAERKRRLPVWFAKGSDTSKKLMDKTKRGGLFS
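Kinetic red-fluorescence monitoring (525/598 nm) tracks WRN helicase activity after 100 nM fluorophore-quencher forked duplex and 2 mM ATP are added to 20 nM enzyme pretreated 15 min at room temperature with compound.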
SW480 rereplic = DNA re-replication induction in SW480 cells | SW480 DNA re-replication, Hoechst DNA content imaging, 48 h | Potency, µM (doses to about 46.1 µM), for inactives: top-dose re-replication activation, hits mostly activators | hit rate 1.8% among 340,000 | AID 624297; note: potency is the fitted concentration of half-maximal effect; % of control where 0% means no effect; nearly all actives have a fitted effect of over 55% in size
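Readout is total intensity of Hoechst-stained nuclei, excited at 405 nm and collected at 500-530 nm. Compound treatment lasted 48 hr at 37 C in 5% CO2 before staining.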
IL1B secr inh = inhibitors of inflammasome signaling (IL-1 beta secretion) | THP-1 LPS/ATP IL-1B secretion, AlphaLISA, 16 h; active compounds read low | activity change, % at 57.5 µM | hit rate 4.7% among 360,000; in the data active = activity change below about -50%; inconclusive = mostly about -30% to -49%; note: % is set by controls: 0 for no effect and ±100 for the full control effect
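Secreted IL-1B measured by AlphaLISA bead assay after 16 h compound exposure of THP-1 cells; compounds (final up to 57.5 uM) added 1 h before LPS (250 ng/mL) and ATP (1.25 mM) stimulation; lower signal means less secretion.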
HT1080 IDH1KD tx = HT-1080 IDH1 knockdown cell toxicity (counter line); Potency, µM (top dose mostly 46.1 µM), for the others: at the top dose activity, negative = toxicity, most hits filed as cytotoxic; HT-1080 IDH1 knockdown viability, ATP luminescence, 48 h; hit rate 2% among 360,000;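 note: potency is the fitted concentration of half-maximal effect; 0% = DMSO wells and -100% = cell-free medium wells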
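Luminescent ATP read-out (CellTiter-Glo, 10 min at room temperature) after 48 h compound exposure at 37 °C gave viability of IDH1-knockdown HT-1080 cells. Activity was normalised to DMSO and cell-free wells, then fitted as concentration-response curves.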
* = called active by the depositor; ? = inconclusive; / = no result given; & = joins results of further samples; [ ] = another dose, or the depositor's remark. Unless noted, calls come from the whole dose curve; as a rule, active = well fitted curve in the direction sought with a large enough effect; inconclusive = small, poorly fitted or top-dose-only effect, or another doubt; inactive = no such curve, though single readings can be large; an effect the other way counts as inactive or inconclusive.

SMILES	KB-V1 cytotox	HT1080NT lethal	MCF10A rerep	KB-3-1 cytotox	ATXN2 expr inh	WRN inhibitor	SW480 rereplic	IL1B secr inh	HT1080 IDH1KD tx
CC1CCCN(Cc2nc3c(c(=O)n(C)c(=O)n3C)n2CCc2ccccc2)C1 (stereo not drawn)	-19.4%	12.7%	-0.1%	0.6%	-1.2%	0.2%	-3.8%	2.0	12.3%
O=C(O)CCC(=O)N1CCc2cc(S(=O)(=O)NCc3cccs3)ccc21	20.0%	3.6%	-3.5%	3.0%	4.1%	-9.4%	-4.1%	12.1	5.9%
O=C(CC(NC(=O)OCc1ccccc1)c1nn[nH]n1)OCc1ccccc1 (stereo not drawn)	18.6%	-0.7%	/	-11.8%	/	-1.6%	/	-0.2	-5.4%
COC(=O)C(CC(=O)CNC(=O)c1ccccc1)NC(=O)c1ccccc1 (stereo not drawn)	20.5%	6.3%	-26.6%	0.0%	2.3%	8.9%	2.2%	-1.1	6.5%
O=C(C[n+]1ccc(C(=O)N/N=C/c2ccc(O)cc2)cc1)c1ccccc1	0.0%	-14.9%	?	9.8%	0.5%	-23.3%	-3.2%	3.9	-3.4%
O=C(CN1CCN(C(c2ccccc2)c2ccccc2)CC1)N1N=CCC1c1ccccc1 (stereo not drawn)	-24.4%	-8.8%	15.0%	?	-2.8%	-1.0%	-44.8%[inhibitor]	/	-25.3%
CS(=O)(=O)C1=NN2C(=N)/C(=C\c3ccc(OC(=O)c4ccco4)cc3)C(=O)N=C2S1	0.0%	5.3%	-1.1%	-2.8%	/	-7.8%	2.3%	75.8	-5.3%
COc1ccc(S(=O)(=O)NC2CC(=O)N(c3ccc4c(c3)OCCO4)C2)cc1 (stereo not drawn)	3.0%	6.1%	-4.3%	12.9%	0.0%	-15.5%	-286.3%[inhibitor]	31.9	1.0%
COCCCn1c(SCC(=O)N2CCOCC2)nc2ccccc2c1=O	0.7%	13.0%	4.5%	17.1%	6.9%	-1.8%	-47.6%[inhibitor]	-1.8	1.6%
CCOC(=O)C(=CNc1ccc(N2CCCCC2)c(S(=O)(=O)Nc2ccccc2OC)c1)C(=O)OCC	?	2.5%	3.1%	-9.0%	-6.1%	?	1.7%	-13.5	0.4%
O=C(NCCc1c[nH]c2ccccc12)c1cc2ccccc2oc1=O	-5.0%	-17.1%	-4.3%	22.0%	3.2%	-3.5%	-2.2%	26.9	?
Cc1c(C(=O)N2CCCCC2)nn(-c2ccc(Cl)cc2)c(=O)c1C#N	-6.8%	5.1%	-0.7%	11.7%	3.8%[11.3 µM]	-3.6%	-10.9%	14.9	5.4%

Brought forward from above: four compounds, then new ones.
SMILES	KB-V1 cytotox	HT1080NT lethal	MCF10A rerep	KB-3-1 cytotox	ATXN2 expr inh	WRN inhibitor	SW480 rereplic	IL1B secr inh	HT1080 IDH1KD tx
COCCCn1c(SCC(=O)N2CCOCC2)nc2ccccc2c1=O	0.7%	13.0%	4.5%	17.1%	6.9%	-1.8%	-47.6%[inhibitor]	-1.8	1.6%
CCOC(=O)C(=CNc1ccc(N2CCCCC2)c(S(=O)(=O)Nc2ccccc2OC)c1)C(=O)OCC	?	2.5%	3.1%	-9.0%	-6.1%	?	1.7%	-13.5	0.4%
O=C(NCCc1c[nH]c2ccccc12)c1cc2ccccc2oc1=O	-5.0%	-17.1%	-4.3%	22.0%	3.2%	-3.5%	-2.2%	26.9	?
Cc1c(C(=O)N2CCCCC2)nn(-c2ccc(Cl)cc2)c(=O)c1C#N	-6.8%	5.1%	-0.7%	11.7%	3.8%[11.3 µM]	-3.6%	-10.9%	14.9	5.4%
CC(C)[C@H](NC(=O)N1CC(=O)Nc2ccccc21)C(=O)Nc1nccs1	7.5%	2.2%	7.4%	-15.3%	0.5%	3.5%[57.1 µM]	-45.4%[inhibitor]	26.8	1.7%
CCCOC(=O)c1ccc(NC(=O)c2ccccc2OC)cc1	-5.9%	-9.9%	-21.8%	-7.5%	61.0%[activator]	-12.0%	-13.7%	0.0	-23.6%
COc1cccc(CNC(=S)Nc2ccc(Cl)cc2C)c1	?	-0.4%	?	-7.7%	-32.0%	-2.1%	-2.6%	-2.9	-5.0%
O=C1Nc2ccccc2C1C(C[N+](=O)[O-])c1ccccc1 (stereo not drawn)	17.5%	2.3%	-8.9%	-3.4%	1.9%	3.3%	-11.1%	16.6	6.3%
CC(C)CCNC(=O)C(c1ccc(O)cc1)N(Cc1cccs1)C(=O)C1COc2ccccc2O1 (stereo not drawn)	?	?	?	?	-15.7%	-13.8%[57.1 µM]	?	-73.2*	?
COc1cccc(N(CC(=O)N2CCN(C)CC2)S(=O)(=O)c2ccccc2)c1	-4.0%	-3.1%	5.3%	5.6%	-11.5%	-8.8%	1.0%	9.1	-2.4%
CCO[C@@H]1OC(C(=O)N2CCN(C)CC2)=C[C@H](c2coc3ccccc3c2=O)[C@H]1CCCO	-1.0%	0.6%	0.4%	5.2%	4.5%	0.7%	-9.0%	-1.0	-0.9%
Cc1ccc(C(=O)N2CCCC2)c(F)c1F	-10.9%	4.3%	1.4%	0.6%	7.2%	1.9%	0.2%	23.5	8.4%
COc1cccc(NC(=O)CN(C)C(=O)c2ccc(S(=O)(=O)Nc3ccccc3C)cc2)c1	4.9%	-3.2%	-3.9%	15.2%	-19.8%	-0.9%	-23.6%	8.8	-1.3%
Cc1cc2cccc(C)c2nc1SCC(=O)NC1CCCCC1	-3.5%	1.7%	4.0%	7.6%	-3.3%	3.5%[57.1 µM]	-41.3%[inhibitor]	7.8	?
O=C1C2CC=CCC2C(=O)N1c1ccc(Cc2ccncc2)cc1 (stereo not drawn)	16.4µM*	-26.3%	?	?	-8.4%	-5.9%	-8.1%	?	-2.0%
CC(=O)Nc1ccc(NC(=O)C(C)OC(=O)c2ccccc2Sc2ccccc2C#N)cc1 (stereo not drawn)	-13.7%	-5.4%	16.3%	10.2%	7.5%	-5.7%	2.3%	18.8	-0.8%
Cc1cccc2cc(CN(CC3CCCO3)C(c3nnnn3Cc3ccco3)C(C)C)c(=O)[nH]c12 (stereo not drawn)	?	?	?	?	-30.5%	-27.3%	?	-60.7*	?
Cc1ccc(/C=C/C(=O)Nc2ccc(S(N)(=O)=O)cc2)o1	14.1%&11.7%	1.0%	0.9%	-1.4%&4.9%	13.4%	-3.2%	-70.3%[inhibitor]	-0.7	0.5%
CCCCC(=O)NC(N1CCCCC1)C(Cl)(Cl)Cl (stereo not drawn)	2.7%	8.4%	-2.8%	0.0%	1.1%	4.2%	-3.4%	15.5	-0.9%[9.24 µM]
CCN1C(=O)C(C)S/C1=N\S(=O)(=O)c1ccc(Cl)s1 (stereo not drawn)	-2.6%	-0.4%	-0.7%	-0.3%	3.8%	15.5%	-5.8%	0.0	-5.6%
Fc1ccccc1-c1csc(=Nc2cccnc2)n1CCCn1ccnc1	?	-1.5%	17.1%	?	0.3%	-4.8%	-8.7%	?	-8.4%
O=C(CN1C(=O)c2ccc([N+](=O)[O-])cc2C1=O)Nc1nnc(C2CC2)s1	?	-0.1%	-1.6%	15.3%	-12.4%	-3.9%	-0.5%	12.1	6.9%
Cc1ccc(Nc2cc(C)nc3ccccc23)c(C)c1	?	?	1.4%	-29.7%	-34.8%	-1.0%	-9.4%	-94.5*	?
O=C(Nc1cccc2nsnc12)c1cccnc1Cl	?	20.1%	1.7%	0.0%	-0.1%	4.3%	-2.6%	-11.9	22.5%
COC(=O)c1c(NC(=O)COC(=O)c2ccc(Cl)nc2)sc(C)c1C	-0.2%	2.3%	-2.8%	0.0%	4.7%	-4.2%	-7.2%	9.8	-1.4%
CSc1nc(N)c2c(C)c(C)sc2n1	-4.0%	11.7%	8.3%	-1.3%	/	5.9%	-2.5%	16.4	3.4%
CN1CCN(C(=O)C23CC4CC(C)(CC(C)(C4)C2)C3)CC1	7.3%	-3.6%	3.3%	0.1%	-16.1%	5.5%	-5.7%	7.7	-4.5%
COc1ccc(S(=O)(=O)CC(=O)Nc2ccccc2Cl)cc1	-15.8%	-0.3%	11.3%	22.6%	-5.6%	-4.9%	-1.4%	-10.8	-1.9%
COc1ccc(CC(=O)OCC(=O)c2ccc(OC)cc2)cc1	?	16.0%	-3.6%	2.6%	-19.8%	-5.0%	-5.3%	-7.3	26.0%
CCOC(=O)c1cnc(SCc2nc(N)nc(Nc3ccc(OC)cc3)n2)nc1N	-5.2%	-9.9%	15.4%	0.2%	/	-11.3%	6.0%	0.0	-16.3%
Cc1cc(C)cc(Oc2nn[nH]n2)c1	13.1%	4.6%	17.7%	16.0%	3.9%	-8.2%	-2.2%	-8.2	7.5%
CN(C(=O)c1cccc(NC(=O)Cc2ccc(NC(=O)C3CCCN(C(=O)CCc4ccccc4)C3)cc2)c1)C1CCC1 (stereo not drawn)	-3.9%	-19.0%	?	0.0%	?	1.4%	-6.2%[9.22 µM]	25.5	-11.2%
CC(O)c1nc2ccccc2n1CCOc1ccccc1 (stereo not drawn)	0.0%	-6.2%	-1.4%	-18.3%	-4.6%	-7.6%	5.6%	14.7	-4.6%
CCCS(=O)(=O)c1nc(S(=O)(=O)c2ccc(C)cc2)c(N2CC(C)OC(C)C2)s1 (stereo not drawn)	?	10.5%	15.8%	-18.6%	9.5%	4.2%	-4.6%	-16.3	18.8%
Cc1ccccc1N1CCN(S(=O)(=O)c2nnc(NC(=O)c3ccc(F)cc3)s2)CC1	0.1%	1.8%	5.0%	-3.5%	-9.2%	7.3%	15.8%	8.5	-5.0%
Cc1ccc(SC(C)C(=O)Nc2ccncc2)cc1 (stereo not drawn)	-7.8%	1.7%	2.6%	?	-10.7%	-3.9%	1.3%	-4.3	-10.1%
